# GAA glycogen mod: inhibitors or activators of human alpha-glucosidase glycogen cleavage; recombinant GAA, glycogen substrate, Amplex Red glucose oxidase fluorescence; AID 2100; Potency, µM (titrated, usually from 76.4 µM), without a hit: at the highest dose activity change, negative = inhibition, most hits filed as inhibitors; 300,000 tested, 0.38% active; active means well fitted inhibition curve with a large enough effect;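 further: 0% = full enzyme reaction and -100% = no-enzyme basal signal; the screen sought inhibitors and activators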
#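 Recombinant human alpha-glucosidase (4 nM final) hydrolysed bovine liver glycogen (30 ug) for 40 min at 37 C in pH 5.0 citrate/phosphate with 0.01% Tween-20. Released glucose detected by glucose oxidase/Amplex Red, Ex 573/Em 610 nm. Compounds up to 77 uM; AC50 from Hill fits.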
# * hit, by the source's call; [ ] = another dose, or the depositor's remark. Potency means the concentration at half of the fitted maximal effect.
molecule | GAA glycogen mod
COc1cccc(CN(C)CC(O)COC(c2ccccc2)c2ccccc2C)c1 (stereo not drawn) | -6%
CCOc1ccc2oc(C(=O)NNC(=O)c3csc(N4CCOCC4)n3)c(C)c2c1 | -2%[76.3 µM]
COc1cccc(N2CCN(C(=O)c3ccc(CS(=O)c4ccccc4Cl)o3)CC2)c1 (stereo not drawn) | -1%[76.3 µM]
Cc1nc2ccccc2c(=O)n1/N=C/c1ccc(C(C)C)cc1 | 0%
Cc1ccc(NC(=O)CSc2nccn2C)cc1F | 5%[76.3 µM]
O=C(c1cccc(-c2ccco2)c1)N1CCCC(N2CCN(c3ccc(F)cc3)CC2)C1 (stereo not drawn) | 0%[76.3 µM]
Cc1cc(C(=O)Nc2ccccc2Cc2ccccc2)no1 | -2%[76.3 µM]
CCOc1ccc(CCNC(=O)CCCn2nc(C)c3c(C)n(-c4ccccc4)nc3c2=O)cc1 | -2%[76.3 µM]
COc1ccc(C)cc1S(=O)(=O)N1CCCC(C(=O)NC2CC2)C1 (stereo not drawn) | 5%[76.3 µM]
CCOc1ccccc1C1CC(=O)Nc2cc(OC)c(OC)cc21 (stereo not drawn) | 2%[76.3 µM]
Cc1cccc(-c2nnc(SCC(=O)N3CCOCC3)o2)c1 | -9%
Cc1c(C(=O)N2CCCC2)c(S(=O)(=O)Nc2ccccc2Cl)c(C)n1C | -4%[76.3 µM]
COc1cccc(NC(=O)NNS(=O)(=O)c2ccc(OC)cc2OC)c1 | -14%[76.3 µM]
NS(=O)(=O)c1ccc(NC(=O)COc2ccc(Cl)cc2)cc1 | -1%
Cc1ccc(S(=O)(=O)N2CC(=O)NC(=O)C2)cc1 | -14%
Cc1ccc2nc(Nc3ccc(F)cc3)c3nncn3c2c1 | 0%
O=C(CSc1ccc(-c2cccnc2)nn1)Nc1ccccc1F | 2%[76.3 µM]
CN(C(=O)COc1ccc(Cl)cc1Br)C1CCCCC1 | 4%[76.3 µM]
Cc1ccc(OCC(=O)NNC(=O)c2ccco2)c(C)c1 | 3%[76.3 µM]
CCc1nnc(NC(=O)CSc2nnc3nc(C)cc(C)n23)s1 | 3%

# Some of these compounds in order of molar mass, ascending.
molecule | GAA glycogen mod
Cc1ccc(S(=O)(=O)N2CC(=O)NC(=O)C2)cc1 | -14%
Cc1cccc(-c2nnc(SCC(=O)N3CCOCC3)o2)c1 | -9%
O=C(CSc1ccc(-c2cccnc2)nn1)Nc1ccccc1F | 2%[76.3 µM]
CCc1nnc(NC(=O)CSc2nnc3nc(C)cc(C)n23)s1 | 3%
CN(C(=O)COc1ccc(Cl)cc1Br)C1CCCCC1 | 4%[76.3 µM]
Cc1c(C(=O)N2CCCC2)c(S(=O)(=O)Nc2ccccc2Cl)c(C)n1C | -4%[76.3 µM]

# More entries follow.
molecule | GAA glycogen mod
Cc1ccc(-n2nc3c(=O)n(CCCC(=O)NCc4cccc(F)c4)nc(C)c3c2C)cc1 | 2%[76.3 µM]
CCc1cc(=O)oc2c(C)c(OC(C)C(=O)NCC3CCC(C(=O)O)CC3)ccc12 (stereo not drawn) | -11%[76.3 µM]
Cc1cccc(N(C(=O)c2csnn2)C(C(=O)NCc2ccccc2)c2ccc(C)o2)c1 (stereo not drawn) | -12%
CCN(CC)Cc1c(O)ccc2c(=O)c(-c3ccccc3OC)coc12 | 14%[76.3 µM]
Cc1oc2c(CN3CCC(C)CC3)c(O)ccc2c(=O)c1-c1ccccc1 | -2%
COc1ccc(C(=O)NCCc2c[nH]c3ccccc23)cc1 | -4%[76.3 µM]
Cc1cc(NS(=O)(=O)c2ccc(NC(=O)/C=C/c3ccccc3Cl)cc2)no1 | -6%[76.3 µM]
Cc1nc2nc(C)c(NS(=O)(=O)c3ccc4c(c3)CCCC4)c(=O)n2[nH]1 | 4%
COc1ccc(-n2c(=S)[nH]c3cc(C(=O)N4CCN(c5ccccc5)CC4)ccc3c2=O)c(OC)c1 | -2%[76.3 µM]
CC1(C)CC2CC(C)(CN2Cc2cccc([N+](=O)[O-])c2)C1 (stereo not drawn) | -2%[76.3 µM]
CC(OC(=O)CCOc1ccccc1)C(=O)Nc1ccc(Cl)cn1 (stereo not drawn) | -3%[76.3 µM]
O=C(Cc1ccc(F)cc1)OCN1C(=O)c2ccccc2C1=O | -8%[76.3 µM]
COc1ccc(S(=O)(=O)N(C)CC(=O)NCc2ccco2)cc1OC | -1%
Cc1ccc(Nc2cc(C)nc3ncnn23)c(C)c1 | 1%[76.3 µM]
CCCCOCCCNC(=O)C1c2ccccc2Oc2ccccc21 | -3%[76.3 µM]
CCOc1ccc(N(C)Cc2cc(=O)oc3ccc(OCC)cc23)cc1 | -12%
CC(=O)Oc1ccc(C(=O)Nc2cccc(C(=O)Nc3ccccc3C(=O)O)c2)cc1 | 3%
CC(C)(C)NC(=O)c1cc2c(ccc3ccccc32)oc1=O | -1%[76.3 µM]
COc1ccc(C2(c3ccc(OC)cc3)NC(=O)N(CC(=O)Nc3cc(C)ccc3OC)C2=O)cc1 | -11%[76.3 µM]
CC(Sc1nc(N2CCOCC2)c2c(c1C#N)CC(C)(C)OC2)C(=O)O (stereo not drawn) | 0%

# Retrieved one by one from above:
molecule | GAA glycogen mod
COc1ccc(S(=O)(=O)N(C)CC(=O)NCc2ccco2)cc1OC | -1%
CC(C)(C)NC(=O)c1cc2c(ccc3ccccc32)oc1=O | -1%[76.3 µM]

# The results go on.
molecule | GAA glycogen mod
O=C(CN1CCN(Cc2ccccc2)CC1)Nc1ccc(Br)cc1 | 0%
CC(=O)NC(CC(=O)Nc1ccc2c(c1)OCCO2)c1ccccc1 (stereo not drawn) | 12%
CCC1CCCCN1CCCNC(=O)c1ccc2c(c1)N(Cc1c(F)cccc1Cl)C(=O)CS2 (stereo not drawn) | -11%[76.3 µM]
O=C(O)c1ccc(Cl)c(S(=O)(=O)N(Cc2ccccc2)c2ccccc2Cl)c1 | 5%
COc1cc(/C=C2\C(=N)N3N=C(S(C)(=O)=O)SC3=NC2=O)ccc1OCCOc1ccccc1C | 2%
O=C(O)c1cc(N2CCOCC2)nc2ccccc12 | 20%[76.3 µM]
O=c1[nH]c(C2CCCN(S(=O)(=O)Cc3ccccc3)C2)nc2c1nnn2Cc1cccc(Cl)c1 (stereo not drawn) | -6%
CCCCC(OC(=O)CN1C(=O)COc2ccccc21)C(=O)NC1CCCCC1 (stereo not drawn) | 4%
Cc1cccc(C(=O)N(Cc2cccs2)C2CCS(=O)(=O)C2)c1 (stereo not drawn) | -1%[76.3 µM]
CC(=O)c1cccc(NC(=O)COc2ccc3oc(=O)cc(C)c3c2)c1 | -2%[76.3 µM]
CC(OC(=O)Cc1c[nH]c2ccccc12)C(=O)NC1(C#N)CCCCC1 (stereo not drawn) | -6%[76.3 µM]
CCN(CC)C(=O)CSc1nc(COc2ccccc2)nc2ccccc12 | 1%[76.3 µM]
COCc1ccc(C(=O)Nc2ccccc2C(=O)NCc2cccnc2)cc1 | 0%[76.3 µM]
O=C(Cc1c(F)cccc1Cl)Nc1nccs1 | -1%[76.3 µM]
CC(C)n1c(O)c(N=NC(=O)CNC(=O)Cc2ccc(Cl)cc2)c2ccccc21 | -3%[76.3 µM]
COc1cccc(CN2CCC(C(=O)N3CCN(Cc4ccc5c(c4)OCO5)CC3)CC2)c1OC | -10%[76.3 µM]
O=C(Cc1ccccc1)N/N=C/c1cccnc1 | -6%
CC(=O)N1CCN(S(=O)(=O)c2ccc(S(=O)(=O)NC3CCCCC3)cc2)CC1 | 13%
Cc1cc(Cl)c2oc(C(=O)N3CCN(C4CCS(=O)(=O)C4)CC3)c(C)c2c1 (stereo not drawn) | 4%[76.3 µM]
COc1ccc(OC)c(NC(=O)Nc2cccnc2)c1 | -9%[76.3 µM]
S=c1[nH]nc(C2CCCCC2)n1/N=C/c1ccccc1Br | -16%
COc1ccc(Cl)cc1NC(=O)Nc1cnccn1 | -3%[76.3 µM]
CN1CCN(C(=O)/C=C/c2ccc(C#N)cc2)CC1 | 3%
O=C(CCn1c(=O)oc2ccc(Cl)cc21)NCCCN1CCOCC1 | -5%[76.3 µM]
COc1ccc2oc(=O)c(C(=O)N3CCN(C(=O)c4ccco4)CC3)cc2c1 | 0%
O=C(NCc1cccc(C(F)(F)F)c1)c1ccc[nH]1 | 0%
O=C(CSc1nc2ccccc2c(=O)[nH]1)Nc1ccc(Br)cc1 | -13%[76.3 µM]
CC1CCCN(CCCN2C(=O)C3C(C(=O)Nc4cccc(Cl)c4)C4C=CC3(O4)C2C(=O)NC2CCCCC2)C1 (stereo not drawn) | 9%
COC(=O)c1ccc(CSCc2ccc(C(=O)OC)o2)o1 | 0%
Cc1ccc(S(=O)(=O)Nc2cccnc2)cc1C | 2%[76.3 µM]
CS(=O)c1ccc(-n2c(=O)n(Cc3ccccc3)c(=O)c3[nH]cnc32)cc1 (stereo not drawn) | 8%
CCOc1ccccc1CN1CCN(Cc2ccc3cccc(OC)c3n2)CC1CCO (stereo not drawn) | -1%[76.3 µM]
COC(=O)CC1COc2ccccc2N1C(=O)/C=C/c1ccccc1 (stereo not drawn) | -3%
CC1Cc2c([nH]c3ccccc23)C2c3ccccc3CN12 (stereo not drawn) | 10%
Cc1cc(C(=O)N2CCN(c3ccc(F)cc3)CC2)on1 | 6%[76.3 µM]
Cc1c(S(=O)(=O)N2CCN(c3cccc(Cl)c3)CC2)c(=O)n(C)c(=O)n1C | -8%[76.3 µM]
O=C(/C=C\c1ccccc1)NCC(=O)N/N=C/c1ccc(O)cc1O | -4%[76.3 µM]
Cc1cc(NC(=O)CCC(=O)N(C2CC2)C(C(=O)NC(C)(C)C)c2ccccc2Cl)no1 (stereo not drawn) | -15%
COc1ccc(CCN2CC(C(=O)NCc3cnn(C(C)C)c3)CCC2=O)cc1 (stereo not drawn) | 3%[76.3 µM]
O=C(Cn1c(=O)oc2ccccc21)NCCc1ccccc1 | -2%
O=C(NNS(=O)(=O)c1ccccc1)c1ccc([N+](=O)[O-])cc1 | 3%[76.3 µM]
COc1ccc(C(=O)Nc2nnc(-c3ccccc3)s2)cc1 | -7%[76.3 µM]
CCNc1nc2c(c(=O)[nH]c(=O)n2C)n1CCCc1ccccc1 | 4%[76.3 µM]
Cc1ccc(/C=C(\NC(=O)c2ccccc2)C(=O)NC2CCN(Cc3ccccc3)CC2)o1 | -3%[76.3 µM]
CS(=O)(=O)c1ccc(-c2nnn(CC(=O)N3CCCCC3)n2)cc1 | -1%[76.3 µM]
O=C(CNS(=O)(=O)c1ccccc1)OCC(=O)c1ccccc1Cl | -1%[76.3 µM]
Cc1noc(C)c1C(=O)NCCc1c(C)[nH]c2ccccc12 | 5%[76.3 µM]
C[C@H](NC(N)=O)C(=O)N1CCN(S(=O)(=O)c2ccc3ccccc3c2)CC1 | 3%[76.3 µM]
CCN1CCN(S(=O)(=O)c2ccc(Cl)c(C(=O)N(C)Cc3ccc(Cl)cc3Cl)c2)CC1 | -7%[76.3 µM]
N#Cc1nc(-c2ccccc2F)oc1N1CCN(C(=O)c2ccco2)CC1 | 3%[76.3 µM]

# Additional results
molecule | GAA glycogen mod
CCCNC(=O)Cn1cnc2sc(C(=O)NCCCN3CCOCC3)c(C)c2c1=O | -14%[76.3 µM]
O=C(O)COc1ccc(/C=C/C(=O)c2ccc3ccccc3c2)cc1 | -3%
COCCCNC(=S)N(CCO)Cc1cc2cc3c(cc2[nH]c1=O)OCCO3 | -1%[76.3 µM]
Cc1cc(C(=O)N2CCc3ccccc3C2)on1 | 15%[76.3 µM]
O=c1[nH]c(C2CCN(S(=O)(=O)c3ccc4c(c3)OCCO4)CC2)nc2c1nnn2Cc1cccc(F)c1 | -15%
COc1cc(C(=O)NC2CC(C)(C)Cc3c2cnn3-c2ccccc2)cc(OC)c1OC (stereo not drawn) | -5%[76.3 µM]
C=CCOc1ccccc1CN1CCN(CCc2ccccc2)C(CCO)C1 (stereo not drawn) | -16%[76.3 µM]
Cc1cc(Br)cc(C)c1OCC(=O)NNC(=O)c1cccs1 | -3%[76.3 µM]
Cc1cc(C)cc(C(=O)Nc2cccnc2)c1 | 5%[76.3 µM]
COc1ccc(CC(=O)NCc2cccc(CNC(=O)Cc3ccc(OC)c(OC)c3)c2)cc1OC | 2%[76.3 µM]
O=C(NCc1ccco1)C(c1ccncc1)N(C(=O)Cn1nnc2ccccc21)c1ccccc1F (stereo not drawn) | -8%
O=C(c1ccc(Sc2ccccc2)c([N+](=O)[O-])c1)N1CCOCC1 | -11%
COc1cccc2c1Oc1ncccc1N(C(=O)CCC(=O)NCc1ccccc1)C2 | -1%[76.3 µM]
COc1cccc(N2CC(C(=O)Nc3nnc(SCC(=O)NCc4ccco4)s3)CC2=O)c1 (stereo not drawn) | 0%[76.3 µM]
CC1Sc2ccc(S(=O)(=O)N3CCC(C(=O)Nc4ccc(Cl)cc4)CC3)cc2NC1=O (stereo not drawn) | -11%[76.3 µM]
CCCNC(=O)N1CCC(c2ccc3c(c2)OCO3)CC1 | -8%[76.3 µM]
O=C(NC1CCCN(c2ccc(C(F)(F)F)cn2)C1)c1ccnc(Cl)c1 (stereo not drawn) | 1%[76.3 µM]
FC(F)Sc1ccc(NC2=NCCCCC2)cc1 | 4%
COc1ccc(C(CC(=O)Nc2ncccc2C)N2Cc3ccccc3C2=O)cc1 (stereo not drawn) | -8%
Cc1c(C(c2ccc(F)cc2)c2c(C)n(C)n(-c3ccccc3)c2=O)c(=O)n(-c2ccccc2)n1C | -7%[76.3 µM]
CCOc1ccc(NC(=O)CN(C)C(=O)c2ccc3c(c2)C(=O)N(CCC(C)C)C3=O)cc1OCC | -2%[76.3 µM]
COc1ccc(CN2CCNC(=O)C2CC(=O)N(C)Cc2nccs2)c(OC)c1 (stereo not drawn) | 1%[76.3 µM]

# Some of the compounds tested (hit frequency here may not be typical).
